# Bioassay records as filed in PubChem.
# PfHsp40 rescue: restores yeast growth despite PfHsp40 toxicity; 340,000 tested, 0.68% active; S. cerevisiae expressing PfHsp40, growth rescue, ATP luminescence; growth rescue, % at 12.5 µM; in the data active means growth rescue above about 28%, passing the limit was not always enough; inconclusive means no clear call, values can overlap the other calls;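 further: yeast W303a lacking pdr1 and pdr3 grown in galactose medium; growth measured after three days at 30 °C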
# Mtb FBA inh: Mtb fructose-bisphosphate aldolase inhibition; P9WQA3; purified M. tuberculosis FBA, fluorescence read-out; inhibition, % at 1 µM; 360,000 tested, 2.3% active; in the data active means inhibition above about 27%;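 further: 0% = vehicle and 100% = reference inhibitor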
# Target sequence (P9WQA3 whole entry, looked up): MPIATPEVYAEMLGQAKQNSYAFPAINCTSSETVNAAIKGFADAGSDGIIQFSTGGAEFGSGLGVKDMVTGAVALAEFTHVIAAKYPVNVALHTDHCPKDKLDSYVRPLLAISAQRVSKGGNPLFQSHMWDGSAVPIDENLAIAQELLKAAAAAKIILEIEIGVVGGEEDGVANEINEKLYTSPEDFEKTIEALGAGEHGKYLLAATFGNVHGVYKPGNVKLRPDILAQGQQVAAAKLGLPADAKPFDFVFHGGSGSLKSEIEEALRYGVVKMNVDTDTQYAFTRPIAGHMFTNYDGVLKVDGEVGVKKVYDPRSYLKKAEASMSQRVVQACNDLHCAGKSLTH
# BoNT A protease: BoNT A light chain protease inhibition. multiplex microsphere protease substrate cleavage, flow cytometry. 360,000 tested, 0.17% active. AID 588499. inhibition, % at 10 µM; further: plate controls were buffer without enzyme for full effect and enzyme alone for no effect
# BioA inh: blocks M. tuberculosis BioA enzyme activity; purified M. tuberculosis BioA enzyme, plate reader; inhibition, % at 9.99 µM; 360,000 tested, 0.096% active; AID 602481; in the data active means inhibition above about 40%; inconclusive means no clear call, values can overlap the other calls
# FadD28 FP inh: M. tuberculosis FadD28 bisubstrate binding inhibition | AID 588549 | inhibition, % at 12.5 µM | 360,000 tested, 0.22% active | FadD28 bisubstrate probe binding, fluorescence polarization; in the data active means inhibition above about 8.5%, passing the limit was not always enough; inconclusive means no clear call, values can overlap the other calls
# GDH-TPI counter: GDH-TPI coupled enzyme inhibition counter-screen. GDH-TPI coupled enzyme counterscreen, NADH absorbance. inhibition, % at 4.8 µM. 360,000 tested, 1.2% active. AID 588335; in the data active means inhibition above about 30%;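 further: 0% = DMSO wells and 100% = wells lacking the enzyme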
# UGM FP inh: blocks M. tuberculosis UGM enzyme. P9WIQ1. purified UGM, fluorescence polarization probe displacement. inhibition, % at 10 µM. 320,000 tested, 0.06% active. AID 504406; in the data active means inhibition above about 10%, passing the limit was not always enough; inconclusive means no clear call, values can overlap the other calls
# Target sequence (P9WIQ1 whole entry, looked up): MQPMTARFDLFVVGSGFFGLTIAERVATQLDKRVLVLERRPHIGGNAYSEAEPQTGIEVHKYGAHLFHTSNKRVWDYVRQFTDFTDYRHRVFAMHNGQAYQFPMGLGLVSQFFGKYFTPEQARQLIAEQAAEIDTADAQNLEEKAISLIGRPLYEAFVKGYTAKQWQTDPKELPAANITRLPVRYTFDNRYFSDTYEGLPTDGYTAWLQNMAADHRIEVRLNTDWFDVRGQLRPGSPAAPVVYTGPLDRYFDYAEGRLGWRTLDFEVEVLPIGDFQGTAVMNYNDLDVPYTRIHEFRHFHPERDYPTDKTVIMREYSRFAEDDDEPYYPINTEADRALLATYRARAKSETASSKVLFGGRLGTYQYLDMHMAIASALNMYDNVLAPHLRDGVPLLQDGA
# BoNT-F LC inh: blocks Botulinum neurotoxin F light chain protease; Multiplex microsphere protease cleavage assay, flow cytometry; inhibition, % at 10 µM; 360,000 tested, 0.22% active; AID 588497; in the data active means inhibition above about 35%, passing the limit was not always enough; inconclusive means no clear call, values can overlap the other calls; further: plate controls were buffer without enzyme for full effect and enzyme alone for no effect
# Anthrax LF prot: anthrax lethal factor protease inhibition; multiplex microsphere protease cleavage assay, LF; P15917; 360,000 tested, 0.12% active; inhibition, % at 10 µM; further: plate controls were buffer without enzyme for full effect and enzyme alone for no effect
# * marks the source's active call; other numbers are inactive results; ? = inconclusive; / = not tested or not shown. Unless noted, no stated cut-off is given here; in the data, active means inhibition above about 30%; inconclusive means no clear call, values can overlap the other calls; inactive means below that.
# The opening five entries, ahead of the listing:
SMILES,PfHsp40 rescue,Mtb FBA inh,BoNT A protease,BioA inh,FadD28 FP inh,GDH-TPI counter,UGM FP inh,BoNT-F LC inh,Anthrax LF prot
COc1ccc2c(C)cc(SCC(=O)Nc3ccc(Cl)cn3)nc2c1,-0.5,-2,1.0,0.0,-0.9,2,-1.7,-3,2
COc1ccc(/C=N/N2CCN(c3ccccc3OC)CC2)cc1Br,0.6,2,1.3,-0.7,-1.4,7,1.4,?,24
c1ccc(-c2csc3ncn4cnnc4c23)cc1,-0.3,-1,2.9,-1.1,0.1,14,0.7,5,1
COc1ccc(CN2CCN(C(=O)c3cc(-c4cccnc4)nc4ccc(Cl)cc34)CC2)c(OC)c1OC,0.5,-2,-0.3,-1.4,-3.1,1,0.7,-7,-4
O=C(O/N=C1\CCCc2ccccc21)c1cccs1,1.4,-1,0.7,-0.6,-0.3,2,-0.4,0,2

# The list itself, previewed entries included:
SMILES,PfHsp40 rescue,Mtb FBA inh,BoNT A protease,BioA inh,FadD28 FP inh,GDH-TPI counter,UGM FP inh,BoNT-F LC inh,Anthrax LF prot
COc1ccc2c(C)cc(SCC(=O)Nc3ccc(Cl)cn3)nc2c1,-0.5,-2,1.0,0.0,-0.9,2,-1.7,-3,2
COc1ccc(/C=N/N2CCN(c3ccccc3OC)CC2)cc1Br,0.6,2,1.3,-0.7,-1.4,7,1.4,?,24
c1ccc(-c2csc3ncn4cnnc4c23)cc1,-0.3,-1,2.9,-1.1,0.1,14,0.7,5,1
COc1ccc(CN2CCN(C(=O)c3cc(-c4cccnc4)nc4ccc(Cl)cc34)CC2)c(OC)c1OC,0.5,-2,-0.3,-1.4,-3.1,1,0.7,-7,-4
O=C(O/N=C1\CCCc2ccccc21)c1cccs1,1.4,-1,0.7,-0.6,-0.3,2,-0.4,0,2
CCOc1nc(Nc2ccccc2F)nc(OCC)n1,-2.6,0,/,-0.3,-1.0,15,-1.8,/,/
S=c1[nH]nc(-c2ccccn2)n1/N=C/c1cccs1,0.7,-1,-1.4,/,0.9,7,3.9,0,-3
Cc1ccc(S(=O)(=O)N2CCCC2C(=O)Nn2cnnc2)cc1 (stereo unspecified),-0.8,0,-0.6,-1.1,-1.1,-6,-0.2,7,-1
O=C(Nc1ccc(-c2ccco2)cc1)C1CCCN(Cc2ccc(CO)o2)C1 (stereo unspecified),0.8,-1,-0.7,-0.7,-4.8,-3,-2.6,-12,3
COc1ccc(N2CC(C(=O)NCc3ccccc3)CC2=O)cc1 (stereo unspecified),8.1,1,0.1,0.8,-0.2,0,3.6,3,-1
O=C(O)CC1S/C(=N/N=C/c2ccc(-c3ccccc3[N+](=O)[O-])o2)NC1=O (stereo unspecified),1.1,-5,-0.9,-1.2,0.0,40*,-3.4,-3,-1
COc1ccc(/C=C/C(=O)NC(=S)Nc2ccc(S(=O)(=O)Nc3nccnc3OC)cc2)cc1,-1.3,0,0.5,-0.7,-3.3,49*,/,-4,-5
O=C(Cc1csc(-c2ccccc2)n1)NCc1ccco1,-0.3,2,-0.3,-0.7,-0.6,2,-1.0,3,1
Cc1cc(C)cc(NC(=S)N(CCN2CCCCC2)Cc2ccco2)c1,-0.7,6,-0.7,2.8,-1.8,-4,-1.7,-8,-4
CC(=O)c1sc2nc(-c3cccs3)ccc2c1N,1.3,17,34*,4.0,0.8,19,-1.3,17,8
Cc1ccc(-n2c(O)c(/C=N/c3ncc(Br)cc3Br)c(=O)[nH]c2=O)cc1,0.0,2,0.0,/,-2.0,5,2.4,2,-4
Cc1ccc2nc3sc(C(=O)Nc4c(C)[nH]c(=O)[nH]c4=O)c(N)c3cc2c1,-1.3,6,10,/,-1.8,18,2.0,7,3
COc1ccccc1CN(C)C(=O)CN1C(=O)c2ccccc2C1=O,-1.0,2,0.2,-1.1,0.6,0,-1.2,4,-16
Cc1ccc(S(=O)(=O)N2CCCC2)cc1C(=O)Nc1ccc(-n2cnnn2)cc1,-1.7,3,-2.2,/,0.6,2,-0.1,-8,3
O=C(COc1ccc2c3c(c(=O)oc2c1)CCCC3)NCCN1CCOCC1,-0.7,48*,1.5,0.1,-0.6,15,-1.1,-1,1
Cn1cnnc1SC(C(=O)Nc1cccc(C(F)(F)F)c1)c1ccccc1 (stereo unspecified),-0.9,3,0.2,/,-1.9,-7,0.1,-5,-1
CCCn1c(=O)c2c(c3ccccc31)OCC(=O)N2,-1.7,2,0.1,-0.7,-0.2,4,-1.9,-26,-4
Cc1ccc(-c2nn(CCC(=O)NCC3CCCO3)c(=O)c3ccccc23)cc1 (stereo unspecified),0.0,-2,-1.1,5.4,-1.4,1,-2.4,-6,-4
COC(=O)Nc1nnc(SCc2ccc(C)cc2)s1,1.4,-7,-1.0,-1.0,-2.6,16,-2.4,-27,0
CCOC(=O)c1sc(NC(=O)CN2C(=O)NC3(CCC(C)CC3)C2=O)c(C(=O)OCC)c1C (stereo unspecified),-1.0,2,-0.9,-0.1,-1.6,2,-3.4,3,0
Cc1ccc(N2CC(C(=O)N3CCc4ccccc43)CC2=O)cc1 (stereo unspecified),0.0,3,-2.0,0.4,-1.4,3,0.4,-12,-6
COc1cc(S(=O)(=O)N2CCOCC2)cc(C(=O)c2nccn2C)c1OC,-0.1,7,-0.6,2.1,-2.1,-1,-0.7,0,0
COc1ccc([N+](=O)[O-])cc1NC(=O)c1cncc(Br)c1,0.1,-2,-0.2,/,-3.4,15,-0.5,-1,0
COCc1cc(C)nc(SCC(=O)Nc2ccc3[nH]c(=O)[nH]c3c2)c1C#N,-1.7,-1,-2.8,-1.6,/,3,-0.7,-4,-4
CCOC(=O)C1(CCCc2ccccc2)CCN(Cc2cn(CC)nc2C)CC1,-1.9,0,-0.9,/,-0.1,-1,0.7,-2,1
CCCC(C)c1nc(C(N)=O)c2[nH]c(=O)n(-c3ccc(OC)cc3OC)c2n1 (stereo unspecified),0.3,3,-1.4,4.0,-1.5,14,1.2,-1,-2
Cc1ccc(S(=O)(=O)N2Cc3ccccc3-n3nncc3C2)cc1,-1.0,6,-0.2,-0.7,-2.3,4,/,-7,1
COc1ccc(-c2nc3cc([N+](=O)[O-])ccc3o2)cc1OC,1.3,2,-0.2,/,-0.3,4,0.2,0,-4
c1ccc2cc(OCCCn3ccnc3)ccc2c1,-1.1,-1,-4.0,1.6,?,11,-0.7,?,6
CCOC(=O)c1c(NC(=O)CN2CCCCC2)sc(C)c1C,-1.1,-1,0.0,/,-2.5,-7,-0.5,-6,-4
COc1cc(CN=Cc2c(O)n(Cc3ccccc3)c(=S)[nH]c2=O)cc(OC)c1,0.8,0,-0.1,/,-2.9,14,1.2,0,4
CCOc1ccc(-c2cc(C)[n+](CCN(CC)CC)c(-c3ccc(OCC)cc3)c2)cc1,1.5,10,-3.2,-1.6,-1.9,29,-1.3,0,-15
CCOC(=O)N1CC(C)N(CC(O)CN2CCOCC2)CC1C (stereo unspecified),1.9,4,0.0,-3.9,-0.5,11,/,5,0
O=C(O)C1CC(=O)N(CCc2ccc(F)cc2)C1 (stereo unspecified),-1.3,4,/,-1.6,-1.6,5,1.1,/,/
CCOc1ccc(-n2c(C)nc3cc(C(=O)NCc4ccco4)ccc32)cc1,1.9,2,-0.1,-0.7,-1.2,4,1.8,2,-2
O=Cc1c(-c2ccccc2)nc2ccccn12,0.1,-1,-0.4,/,-2.3,16,4.0,-5,-10
COc1ccc(S(=O)(=O)N2CCCCCC2)cc1C(=O)NCc1ccco1,0.8,3,0.2,0.0,-1.3,12,-0.8,-4,-5
c1ccc(OCCCCN2CCOCC2)cc1,-0.9,3,-0.6,-0.5,0.4,7,/,1,-2
CC(C)[C@H](NC(N)=O)C(=O)Nc1ccc(OCc2ccccc2)cc1,1.3,3,-1.3,/,-0.3,-2,-1.5,-1,-2
CCCC(=O)Nc1nnc(SCC(=O)NC2CC2)s1,6.3,0,-2.3,-5.6,/,4,-1.5,4,-2
O=C1N[C@@H](Cc2ccccc2)[C@@H](c2ccco2)O1,-1.0,-1,-0.2,-1.8,-3.8,-5,-0.5,3,1
CN(CCCNC(=O)CCc1cn(C)c2ccccc12)C1CCCCC1,/,2,-1.6,-1.4,2.3,0,-0.4,-3,-11
Cc1ccc([N+](=O)[O-])cc1NC1OC(CO)C(O)C1O (stereo unspecified),0.5,2,0.2,0.7,-0.2,8,-0.7,4,0
O=C(/C=C/c1ccccc1)Nc1cc(NC(=O)/C=C/c2ccccc2)cc(C(=O)O)c1,2.4,0,-2.9,2.7,-32,18,6.9,?,0
CCOc1cc(/C=N/NC(=S)Nc2ccccc2C(F)(F)F)ccc1OCC(=O)N1CCOCC1,1.4,-1,-0.6,/,-2.7,29,-1.3,-3,0
CN1CCN(C(=O)C2CCN(S(=O)(=O)c3ccc4c(c3)oc(=O)n4C)CC2)CC1,-0.6,0,-0.6,0.2,0.1,4,-1.1,-5,-2
C=CCN(c1ccccc1)S(=O)(=O)c1cccc(C(=O)N2CCN(c3ncccn3)CC2)c1,-0.8,24,2.4,1.4,/,7,0.4,-2,0
COc1ccc(OC)c(CNC(=O)Cc2c(C(=O)O)[nH]c3ccc(Cl)cc23)c1,-1.3,2,-0.7,/,-0.7,-6,3.9,-1,-8
O=C(Cc1ccc([N+](=O)[O-])cc1)NNC(=O)c1ccc2c(c1)OCO2,-0.5,-1,-1.7,-1.7,-4.7,-3,1.1,-5,-6
COC(=O)COc1ccc(-c2nn(C)c(=O)c3ccccc23)cc1,-0.6,9,-0.4,0.7,1.1,-2,-1.4,20,-1
O=c1oc2c(-c3ccc([N+](=O)[O-])cc3)cc(O)cc2s1,1.1,0,0.3,2.5,0.1,30,-1.3,-2,-15
O=C(Nc1nc(-c2ccccc2)cs1)C1CCCCN1S(=O)(=O)c1ccccc1 (stereo unspecified),3.3,7,0.7,-0.2,-0.5,4,0.5,-7,-8
COc1ccc2ccccc2c1/C=N/NC(=O)c1cccc(Br)c1,0.4,-2,-0.3,/,-0.1,9,-1.7,0,-2
Cc1ccc2cc(NC(=O)c3cccc(F)c3)ccc2n1,1.0,3,-2.5,/,-0.2,-3,-0.9,?,-12
COC(=O)C1=C(C)N(c2ccc(Cl)cc2)/C(=C/c2cccs2)C1=O,-1.2,0,-0.8,/,-1.4,14,0.1,-22,1
# Carrying on:
SMILES,PfHsp40 rescue,Mtb FBA inh,BoNT A protease,BioA inh,FadD28 FP inh,GDH-TPI counter,UGM FP inh,BoNT-F LC inh,Anthrax LF prot
O=C(N/N=C/c1ccccc1[N+](=O)[O-])C(=O)N1CCCC1,-0.7,0,-1.4,/,-1.4,-1,-2.6,-5,-10
Cc1ccc(CCNC(=O)C2CC(c3ccccc3C(F)(F)F)=NO2)cc1 (stereo unspecified),2.0,1,-0.7,0.0,-0.6,-6,1.9,-11,4
CC(=O)CC1=NC(C)(C)Cc2ccccc21,0.0,1,-0.2,/,-0.2,15,1.6,-3,0
Cc1ccccc1C(=O)Nc1ccc2c(C#N)c3nc4ccccc4nc3n2c1,9.0,2,6.4,/,3.7,9,-2.8,-2,4
Cc1ccc(-c2cc(C(=O)N3CCN(C(=O)c4ccco4)CC3)no2)cc1,1.0,-1,1.4,0.2,-3.0,-8,-7.3,1,-5
Cc1ccc(-c2nc(SCC(=O)NCC3CCCO3)c(-c3ccccc3)[nH]2)cc1 (stereo unspecified),-0.1,9,-0.3,-0.4,-0.3,0,-1.2,3,-4
CCOC(=O)CN1CCS(=O)(=O)CC1,-0.3,-1,-0.6,/,-1.2,-1,0.7,0,-3
O=C(COC(=O)c1cccs1)NCCc1ccc(F)cc1,0.1,0,-3.8,-1.0,-3.4,-9,/,-9,0
NC(c1csc(Nc2nccc(C(F)(F)F)n2)n1)C1CCCCC1 (stereo unspecified),/,-3,0.0,-0.3,-4.3,0,/,-11,-4
O=C(COC(=O)COc1ccc(Br)cc1)NC1CCCCCC1,-1.2,-2,0.6,-2.3,-3.1,-2,0.0,2,1
CN(C)C(=O)NC(O)C(Cl)(Cl)Cl (stereo unspecified),1.0,3,-0.3,-2.2,0.7,9,-0.2,-3,2
CCOC(=O)C1CCCN(S(=O)(=O)CCNC(=O)c2ccc(F)cc2)C1 (stereo unspecified),-0.6,-3,/,-0.2,-1.0,3,0.0,/,/
